Source: PubChem BioAssay
EP2 mod – modulators of human EP2 prostaglandin E2 receptor | P43116 | EP2-expressing cells, cAMP HTRF FRET, PGE2 co-stimulation | induction, % at 25 µM | 260,000 tested, 0.83% active | AID 940;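 active = compounds whose cAMP rise, as percent of the full-agonist control response, exceeds 60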;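 note: rat C6 glioma line stably carrying human EP2 under a CMV promoter; the protocol text gives 20 µM as final concentration; 100% = response of wells given 1 µM PGE2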
Target sequence (P43116 whole entry, looked up): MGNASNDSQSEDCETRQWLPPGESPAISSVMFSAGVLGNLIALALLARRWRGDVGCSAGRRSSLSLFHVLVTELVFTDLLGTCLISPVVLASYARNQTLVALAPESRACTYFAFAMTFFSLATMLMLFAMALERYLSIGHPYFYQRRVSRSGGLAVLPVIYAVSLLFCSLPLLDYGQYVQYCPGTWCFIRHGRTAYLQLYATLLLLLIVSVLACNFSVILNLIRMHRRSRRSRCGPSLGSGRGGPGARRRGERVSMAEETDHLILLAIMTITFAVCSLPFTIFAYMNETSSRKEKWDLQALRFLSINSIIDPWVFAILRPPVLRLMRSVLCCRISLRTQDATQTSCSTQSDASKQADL
Starred values were filed as active, the others as inactive. Some of the compounds tested; count on the stated rates, not on these rows.

SMILES | EP2 mod
CCc1nc2ccccc2n1CC(=O)N1CCC(C(=O)c2nccs2)CC1 | -32
COc1cccc(CN2CCN(Cc3ccco3)[C@@H](C)C2)c1 | 15
O=C(NCc1ccc(F)cc1)[C@@H]1C=CCN1C(=O)Nc1ccc(F)cc1 | -1
O=C(CN1CCC(c2ccc3c(c2)OCO3)CC1)NCc1cccs1 | -83
CC(C(=O)N1CCC(O)(c2ccccn2)CC1)n1ncc2ccccc2c1=O (stereo unspecified) | 4
CCn1cc(C(=O)N[C@H](Cn2nnc3ccccc32)C(C)C)c(C)n1 | -38
CCCNC(=O)Cn1nc(C)n2c(cc3ccsc32)c1=O | -12
Cc1cc2cc3c(cc2n2c(=O)n(CC(=O)N(C)C)nc12)OCO3 | -23
CN1CC23C=CC(O2)C(C(=O)N2CCC(c4ccncc4)CC2)C3C1=O (stereo unspecified) | 18
Cc1nn(CC(=O)NC2CC2)c(=O)c2cc3ccsc3n12 | 16
Cc1cc(-c2cncnc2C2CCCN(C(=O)c3ccc4c(c3)OCO4)C2)on1 (stereo unspecified) | 11
CN1[C@@H](C(=O)Nc2cccnc2Cl)C[C@@H](c2cccs2)NS1(=O)=O | -11
COCCCNC(=O)C1CCN(c2nc3ccccc3n2C)CC1 | 9
O=C(CCc1ccc(-c2ccccc2)o1)N1CCn2c(CO)nnc2C1 | 28
Cc1nn(CC(=O)NCc2ccc(F)cc2)c(=O)c2cc3sccc3n12 | -7
CC1CN(C)CCC1CCc1ccc(NC(=O)Cc2ccc(-n3cnnn3)cc2)cc1 (stereo unspecified) | -31
C=CCn1c(N2CCC(C(=O)NCc3cccs3)CC2)nc2ccccc21 | -16
COc1ccccc1-c1cc(C(=O)N2C[C@@H](C)N(Cc3ccco3)C[C@H]2C)[nH]n1 | -94
CC(=O)Nc1ccc(S(=O)(=O)N2CCCC(c3ncncc3-c3cc(C)no3)C2)cc1 (stereo unspecified) | 4
COc1cccc(Cn2c3cc(C)sc3c3cnn(CC(=O)NC4CC4)c(=O)c32)c1 | -15
O=C(NCC1CCN(c2ccc(S(=O)(=O)N3CCOCC3)cc2)CC1)c1ccncc1 | -62
CCCn1c(CN2CCc3c(nc(N4CCOCC4)[nH]c3=O)C2)nc2ccccc21 | -4
COc1ccccc1C(NC(=O)C1CCC(OC)CC1)c1nccn1C (stereo unspecified) | 1
CCc1nn(CC(=O)NC(C)c2ccc(OC)cc2)c(=O)c2cc3ccsc3n12 (stereo unspecified) | -6
CCn1c(N2CCC(C(=O)NCCc3cccc(F)c3)CC2)nc2ccccc21 | -6
c1coc(-c2nc3cnccn3c2NC2CCCC2)c1 | -67
Cc1cc(-c2cncnc2C2CCCN(C(=O)CCn3ncc4ccccc43)C2)on1 (stereo unspecified) | -13
Cc1ccnn1CCC(=O)N1CCC(c2ccnc3nc(C(F)(F)F)nn23)CC1 | 0
Cc1nn(CC(=O)N(Cc2ccncc2)C2CC2)c(=O)c2cc3sccc3n12 | 9
CC1CCCCN1C(=O)CN1CCC(c2ccc3c(c2)OCO3)CC1 (stereo unspecified) | -22
CCOc1cc(CN2CCc3c(nc(N4CCCCC4)[nH]c3=O)C2)ccc1O | -9
Cc1[nH]c2ccccc2c1CCNC(=O)C1CCN(c2nc3ccccc3n2C)CC1 | -92
O=C(Nc1ccccc1F)N1CCCC1c1nc(-c2cccnc2)n[nH]1 (stereo unspecified) | -17
CCN(CC)C(=O)N1CCC(Cn2nc(-c3ccc(OC)cc3)ccc2=O)CC1 | -7
O=C1NC2(CCN(C(=O)C3(c4ccc(Cl)cc4)CC3)CC2)Nc2ccccc21 | -21
O=C(c1ccccc1F)N1CCC(Cn2nc(-c3cccs3)ccc2=O)CC1 | -90
CCn1ncc(C(=O)N2CCN(Cc3ccccc3F)C[C@@H]2C(C)C)c1C | -36
COCCN1CCN(c2cc(C)nc3c(-c4ccc(OC)cc4)c(C)nn23)CC1 | -25
CC1CN(C)CCC1CCc1ccc(NC(=O)c2ccncc2)cc1 (stereo unspecified) | -19
COCCNC(=O)Cn1nc(C)n2c(cc3sccc32)c1=O | -42
CCOc1ccc(C(=O)N2CCCC(c3ncncc3-c3cc(C)no3)C2)o1 (stereo unspecified) | -11
Cn1ccnc1C1(O)COC2(CCN(C(=O)c3ccc(-c4ccc(F)cc4)o3)CC2)C1 (stereo unspecified) | -29
Oc1ccc(-c2nc3cnccn3c2NCCc2ccccc2)c(O)c1 | -33
CC(C)Cc1cc(C(=O)N2CCCC(c3ncncc3-c3ccncc3)C2)no1 (stereo unspecified) | -30
CCc1nn(CC(=O)NCCc2ccc(F)cc2)c(=O)c2cc3sccc3n12 | -5
COc1cccc(CN2CCN(C(=O)N3CCCC3)[C@@H](C)C2)c1 | -50
Cc1nccn1CC(C)C(=O)N1CCCC(n2nc(-c3cccs3)ccc2=O)C1 (stereo unspecified) | 11
Cn1ccnc1C1(O)CCN(C(=O)c2cccc(F)c2)CC1 | 18
Cc1cc(-c2cncnc2C2CCCN(C(=O)N3CCCC3)C2)on1 (stereo unspecified) | 12
Cc1ccc(-c2nnn(C3CCN(C(=O)c4snnc4C)CC3)n2)cc1 | -68

A few values from the list.
COc1cccc(CN2CCN(C(=O)N3CCCC3)[C@@H](C)C2)c1 @ EP2 mod = -50
Cc1cc(-c2cncnc2C2CCCN(C(=O)N3CCCC3)C2)on1 (stereo unspecified) @ EP2 mod = 12
Cc1nccn1CC(C)C(=O)N1CCCC(n2nc(-c3cccs3)ccc2=O)C1 (stereo unspecified) @ EP2 mod = 11
Cc1ccc(-c2nnn(C3CCN(C(=O)c4snnc4C)CC3)n2)cc1 @ EP2 mod = -68

(continued)
SMILES | EP2 mod
CC(C)[C@H]1CN(Cc2ccco2)CCN1Cc1nnnn1Cc1ccc(F)cc1 | -12
O=C(c1cnccn1)N1CCC(c2ccnc3nc(C(F)(F)F)nn23)CC1 | -13
Cn1c(N2CCC(C(=O)Nc3cccc(F)c3)CC2)nc2ccccc21 | -85
CCN(CC)C(=O)CN1CCC(c2ccc3c(c2)OCO3)CC1 | -13
Cc1cc(C(F)F)n2ncc(C(=O)NC3(c4ccc(F)cc4)CCCC3)c2n1 | 2
COC(=O)[C@H]1CN(C(=O)c2c[nH]n3c(=O)cc(C)nc23)C[C@@H]1c1ccc(F)cc1 | -21
Cc1cc2c(cc3c(=O)n(CC(=O)N4CCOCC4)nc(C)n32)s1 | -1
CC[C@H](Cn1nc(-c2ccc(F)c(F)c2)ccc1=O)NC(=O)c1ccc2c(c1)OCO2 | -29
Cn1ccnc1C1(O)CCN(C(=O)c2ccc3c(c2)OCO3)CC1 | -19
Cc1ccc(C2CC3CCC(C2)N3C(=O)c2ccc(OC3CSC3)cc2)cc1 (stereo unspecified) | -58
COc1cccc(CN2CCN(C(=O)c3ccccn3)[C@@H](C)C2)c1 | -14
CN1C(=O)N(CC(=O)Nc2ccc3c(c2)OC(C)(C)O3)c2cccnc2N1C | -11
Cc1cc(-c2cn[nH]c2C2CCCN(C(=O)Nc3ccc(F)cc3)C2)on1 (stereo unspecified) | -27
Cc1cc(-c2cnc(C)nc2C2CCCN(CC(N)=O)C2)on1 (stereo unspecified) | 7
CCOc1ccccc1NC(=O)CN1CCC2(CC1)Nc1ccccc1-n1cccc12 | 33
CCc1cc(=O)[nH]c(NC2CCN(CC(=O)Nc3cccc(OC)c3)CC2)n1 | -35
CS(=O)(=O)c1cnc2ncnn2c1C1CCCN(C(=O)c2ccccn2)C1 (stereo unspecified) | -11
O=C(c1ccc(F)c(F)c1)N1CCC(c2ccc3c(c2)OCO3)CC1 | -75
CCn1nc(CC(=O)N2C3CCC2CC(c2ccc(F)cc2)C3)c2ccccc2c1=O (stereo unspecified) | -12
O=C(CCn1c(=O)oc2ccccc21)NC1(c2ccc3c(c2)OCO3)CCCC1 | 4

Retrieved by compound from the entries so far (five):
SMILES | EP2 mod
O=C(CCn1c(=O)oc2ccccc21)NC1(c2ccc3c(c2)OCO3)CCCC1 | 4
COc1cccc(CN2CCN(C(=O)c3ccccn3)[C@@H](C)C2)c1 | -14
CS(=O)(=O)c1cnc2ncnn2c1C1CCCN(C(=O)c2ccccn2)C1 (stereo unspecified) | -11
Cc1cc(-c2cn[nH]c2C2CCCN(C(=O)Nc3ccc(F)cc3)C2)on1 (stereo unspecified) | -27
CN1C(=O)N(CC(=O)Nc2ccc3c(c2)OC(C)(C)O3)c2cccnc2N1C | -11

Next structures
SMILES | EP2 mod
COCCn1c(=O)n(CC(=O)NCc2ccc(OC)cc2)c2cccnc21 | 26
CCC(C)C(NC(=O)C1CCCC(OC)C1)c1nc2cccnc2n1C(C)C (stereo unspecified) | 6
CC[C@H](Cn1nc(-c2ccc(F)c(F)c2)ccc1=O)NC(=O)Cc1c[nH]c2ccccc12 | -48
O=C1NC2(CCN(C(=O)Cn3cnc4ccccc4c3=O)CC2)Oc2ccccc21 | -10
Cc1nn(CC(=O)NC2CCC2)c(=O)c2cc3ccsc3n12 | -30
Cc1cc2c(s1)c1cnn(Cc3cccnc3)c(=O)c1n2Cc1ccc(F)cc1 | -11
COc1ccc(CNC(=O)Cn2nc(C)n3c(cc4sccc43)c2=O)cc1 | 32
Cc1cc(-c2cnc(C)nc2C2CCCN(CC(=O)N3CCCC3)C2)on1 (stereo unspecified) | -8
COCCN1CCN(c2cc(C)nc3c(-c4cccs4)c(C)nn23)CC1 | -25
CCN1c2ncccc2C(=O)NC12CCN(C(=O)c1cnccn1)CC2 | -5
O=C(Nc1nc2c(s1)CCCC2)c1ncoc1-c1cccs1 | -10
O=C(c1cc2c(s1)CCC2)N1CCC[C@H]1[C@H](O)c1nc2ccccc2s1 | -90
Cc1cc2ccccc2n2c(=O)n(CC(=O)N3CCC(C)CC3)nc12 | -29
Cc1nn2c(NCCO)c3c(nc2c1-c1ccccc1)CCC3 | -18
C=CCn1c2cc(C)sc2c2cnn(CC(=O)N(CC)CC)c(=O)c21 | -25
COc1ccc(CC(=O)N2CCCC(c3nc4sc5c(c4c(=O)[nH]3)CCCC5)C2)cc1 (stereo unspecified) | -17
Cc1c(C(=O)N(C)c2nc3c(s2)CCc2occc2-3)oc2ccccc12 | -41
O=C(Cn1nc2c3ccccc3nc(C3CC3)n2c1=O)NCc1ccc(F)cc1 | 27
CCOc1ccc(NC(=O)CN2CCC(n3cnc4cccnc43)CC2)cc1 | 16
COc1cc(CC(=O)N2CC=C(c3ccc(C)o3)CC2)cc(OC)c1OC | -56
COc1cccc(Cn2c3cc(C)sc3c3cnn(CCC(N)=O)c(=O)c32)c1 | -2
CCc1nn(CC(=O)N2CCCCCC2)c(=O)c2cc3sccc3n12 | -8
Cc1[nH]n2c(=O)cc(C(C)C)nc2c1-c1ccc(F)cc1 | -36
C=CCNC(=O)CN1CCC(O)(c2cccnc2)CC1 | 1
CCn1cc(C(=O)N2CCC(C(=O)c3nc4ccccc4s3)CC2)cn1 | -21
CC[C@H](Cn1ncc2ccccc2c1=O)NC(=O)Cc1ccc(OC)cc1 | 0
Cc1nn(CC(=O)NCCCN2CCCC(C)C2)c(=O)c2cc3sccc3n12 (stereo unspecified) | -12
O=C(CN1CCC(O)(c2cccnc2)CC1)N1CCCCC1 | -22
CCCCNC(=O)[C@H]1C[C@@H](c2ccco2)NS(=O)(=O)N1C | 4
Cn1ccnc1C1(O)CCN(CC(=O)N(C2CCCCC2)C2CCCCC2)CC1 | -12
Cc1nn(C)cc1C(=O)N[C@H](Cn1nnc2ccccc21)C(C)C | 8
COc1ccc(-c2ccc(=O)n(CC3CCN(C(=O)N4CCCCC4)CC3)n2)cc1 | -18
O=C(c1csc2c1CCCC2)N1CCc2c(nc[nH]c2=O)C1 | -5
c1ccc(CCN2CCC(n3cnc4cccnc43)CC2)cc1 | -33
CCc1c(C)sc2nc(C(C)C)n3c(=O)[nH]nc3c12 | 2
Cc1cc2c(s1)c1cnn(CC(=O)Nc3ccc(N4CCCCCC4)cc3)c(=O)c1n2C | -1
CC(C(=O)N1C2CCC1CC(c1ccc(F)cc1)C2)c1n[nH]c(=O)c2ccccc12 (stereo unspecified) | -12
CCOc1ccccc1CNc1n[nH]c2nc(C)cc(C(F)(F)F)c12 | 19
COc1ccccc1CC(=O)N1CCC[C@H]1Cn1nc(-c2ccc3c(c2)OCO3)ccc1=O | -46
Cc1[nH]c2ccc(CNC(=O)C3CCN(c4nc5ccccc5n4C)CC3)cc2c1C | -69

7 compounds out of the list above, arranged by the number in EP2 mod, rising.
smiles,EP2 mod
Cc1ccc(-c2nnn(C3CCN(C(=O)c4snnc4C)CC3)n2)cc1,-68
CCc1cc(=O)[nH]c(NC2CCN(CC(=O)Nc3cccc(OC)c3)CC2)n1,-35
O=C(CN1CCC(O)(c2cccnc2)CC1)N1CCCCC1,-22
Cc1cc2c(cc3c(=O)n(CC(=O)N4CCOCC4)nc(C)n32)s1,-1
O=C(CCn1c(=O)oc2ccccc21)NC1(c2ccc3c(c2)OCO3)CCCC1,4
CCC(C)C(NC(=O)C1CCCC(OC)C1)c1nc2cccnc2n1C(C)C (stereo unspecified),6
Cc1nccn1CC(C)C(=O)N1CCCC(n2nc(-c3cccs3)ccc2=O)C1 (stereo unspecified),11

More compounds
SMILES | EP2 mod
COc1ccc(C2(NC(=O)c3cnn(C(C)C)c3)CCCCC2)cc1 | -15
CC1CCCCC1NC(=O)Cn1c(=O)n(C(C)C)c2ncccc21 (stereo unspecified) | 7
CCn1c2cc(C)oc2c2cnn(CC(=O)N3CCCCCC3)c(=O)c21 | -43
C=CCOc1ccc(C(=O)N2CCC(C(=O)c3nc4ccccc4s3)CC2)cc1 | -78
COc1ccc(C(=O)N2CCN(Cc3ccccc3F)C[C@@H]2C(C)C)cc1OC | -27
COc1ccc(NC(=O)Cn2c(=O)n(C(C)C)c3ncccc32)cc1OC | 11
O=C(CN1CCCC(c2ncncc2-c2ccncc2)C1)NCc1cccs1 (stereo unspecified) | -47
Cc1cc2c(o1)c1cnn(CCC(N)=O)c(=O)c1n2C(C)C | -37
Cc1nnc2nc(-c3ccc(NC(=O)C4CC(=O)N(C)C4)cc3)cn2c1C (stereo unspecified) | -1
CCc1nn(CC(=O)NCCN(C(C)C)C(C)C)c(=O)c2cc3ccsc3n12 | -16
CC(C)n1c(=O)n(CC(=O)N2CCC(C(N)=O)CC2)c2cccnc21 | -12

A different layout for part of the listing above.
Cc1nnc2nc(-c3ccc(NC(=O)C4CC(=O)N(C)C4)cc3)cn2c1C (stereo unspecified)
  EP2 mod: -1
CCc1nn(CC(=O)NCCN(C(C)C)C(C)C)c(=O)c2cc3ccsc3n12
  EP2 mod: -16
